ATXN2 expr inh: ATXN2 expression inhibition; HEK-293 ATXN2-luciferase reporter, luminescence, 24 h; Potency, µM (series often up to 57 µM), without a hit: top-dose activity change, negative = inhibition, most hits filed as inhibitors; 0.72% of 360,000 active; AID 1745845; also: potency is read from the fitted curve at half-maximal effect; % is scaled to controls: 0 for no effect and ±100 for the full control effect; nearly all actives have a fitted effect of over 55% in size
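qHTS (up to 57 uM final) was run with 24 h compound exposure of reporter cells at 37 °C. Each well was multiplexed: SteadyGlo luminescence measured ATXN2-luciferase expression after a fluorogenic Gly-Phe-AFC viability readout (25 uM final).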
TGFb inhibitor: inhibitors of TGF-b signaling; HepG2 CAGA-GFP TGF-b/SMAD3 reporter, GFP fluorescence, 18 h; TGF-beta stimulated, 500 pg/mL final; Potency, µM (highest dose often 46.1 µM), without a hit: at the top dose activity, negative = inhibition, hits mostly inhibitors; 1.2% of 410,000 active; also: potency is read from the fitted curve at half-maximal effect; % is scaled to controls: 0 for no effect and ±100 for the full control effect; nearly all actives have a fitted effect of over 65% in size
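First, reporter cells (HEPG2 CAGA-GFP) rested 2 h at 37 degrees C. Next, compounds were pinned in and TGF-beta added to 500 pg/mL final. After 18 h, GFP was imaged per cell and summed per well.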
Nrf2 inh: blocks Nrf2 signaling. Potency, µM (doses to about 46 µM), for inactives: at the highest dose activity change, negative = inhibition, usual class: inhibitors. 2.1% of 360,000 active. A549 ARE-Fluc reporter, luciferase luminescence, 18-24 h. AID 504444; also: potency is read from the fitted curve at half-maximal effect; % is scaled to controls: 0 for no effect and ±100 for the full control effect; nearly all actives have a fitted effect of over 60% in size
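Cells were seeded and rested 2 h, then exposed to compounds for 18-24 h. CellTiter-Fluor was read first as a viability measure. BugLite was added 15 min before the final luminescent read of ARE-luciferase activity in A549 cells.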
A549 viability: counter-screen for Nrf2 inhibitors: cytotoxicity in A549 cells. Potency, µM (doses to about 46 µM), inactives show at the highest dose activity change, negative = cytotoxicity, actives largely listed as inhibitors. A549 ARE-Fluc cells, CellTiter-Fluor viability, 18-24 h. AID 504648. 0.16% of 390,000 active; also: potency is read from the fitted curve at half-maximal effect; % is scaled to controls: 0 for no effect and ±100 for the full control effect
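Cytotoxicity counterscreen: CellTiter-Fluor fluorescence was measured in A549 ARE_Fluc cells after 18-24 h of compound exposure in a concentration series. The subsequent BugLite luminescent read reports ARE-luciferase activity.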
Nrf2 activator: activates Nrf2 signaling; AREc32 ARE-luciferase reporter (MCF7-derived line), luminescence, 24 h; 0.31% of 410,000 active; Potency, µM (top dose mostly 46.1 µM), for the others: at the highest dose activation, usual class: activators; also: potency is read from the fitted curve at half-maximal effect; % of control where 0% means no effect; nearly all actives have a fitted effect of over 65% in size
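ARE-driven firefly luciferase activity in AREc32 cells measured after a 24 hr compound exposure at 37 deg C, using Steady-Glo reagent and a 30 min room-temperature hold.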
IL-1B inflam inh: inflammasome signaling inhibition, IL-1 beta readout. THP-1 LPS/ATP IL-1B secretion, AlphaLISA, 16 h; hits give low values. activity change, % at 57.5 µM. 4.7% of 360,000 active. AID 743279; in the data active = activity change below about -50%; inconclusive = mostly about -30% to -49%; also: % is scaled to controls: 0 for no effect and ±100 for the full control effect
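Secreted IL-1B measured by AlphaLISA bead assay after 16 h compound exposure of THP-1 cells; compounds (final up to 57.5 uM) added 1 h before LPS (250 ng/mL) and ATP (1.25 mM) stimulation; lower signal means less secretion.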
HepG2 viability: HepG2 cytotoxicity, counter-screen for TGF-b inhibitors. Potency, µM (titrated, usually from 46.1 µM), for the others: top-dose activity change, negative = cytotoxicity, hits mostly cytotoxic. 0.76% of 410,000 active. HepG2 CAGA-GFP viability, ATP luminescence, 18 h; also: potency is read from the fitted curve at half-maximal effect; some results filed as inactive show a strong effect at the top dose
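HepG2 CAGA-GFP cells (1000/well, DMEM with 1% FBS) received compound, then TGF-beta at 500 pg/mL final, and were incubated 18 hours at 37 degrees C. Viability was read by CellTiter-Glo luminescence. Media-only wells were set as complete cell-killing and DMSO as no toxicity.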
MCF10A rerep: inducers of DNA re-replication in MCF 10A breast cells. MCF 10A DNA re-replication, Hoechst nuclear intensity, 48 h. Potency, µM (titrated, usually from 46.1 µM), for the others: at the top dose activity, positive = re-replication, most hits filed as activators. 2.9% of 350,000 active. AID 624296; also: potency is read from the fitted curve at half-maximal effect; % of control where 0% means no effect; nearly all actives have a fitted effect of over 50% in size
ATXN viability: cell viability loss in ATXN counter-screen | 0.49% of 400,000 active | Potency, µM (titrated, usually from 56.7 µM), usual class: cytotoxic | S2 cells (HEK-293 line with an ATXN2-luciferase reporter) viability, CellTiter-Fluor protease fluorescence, 24 h | AID 651635; also: potency is read from the fitted curve at half-maximal effect; nearly all actives have a fitted effect of over 40% in size
Active calls of the source: *; i = inactive; u = inconclusive; x = not tested or not shown; [ ] = another dose, or the depositor's remark. Unless noted, calls follow the shape of the dose curve; as a rule, active = well fitted curve in the direction sought with a large enough effect; inconclusive = small, poorly fitted or top-dose-only effect, or another doubt; inactive = no such curve, though single readings can be large; an effect the other way counts as inactive or inconclusive.

Structure	ATXN2 expr inh	TGFb inhibitor	Nrf2 inh	A549 viability	Nrf2 activator	IL-1B inflam inh	HepG2 viability	MCF10A rerep	ATXN viability
N/C(=N\OS(=O)(=O)c1ccc(Br)cc1)c1ccncc1	-3%	13%	5%	-9%	-0.2%	-7	-13%	9%	i
C/C(=N\Nc1nc2ccccc2s1)c1ccc(Br)s1	-17%[11.3 µM]	13µM*	u	u	u	-103*	-43%	u	x
O=C(N/N=C/c1ccncc1)C1CC1(c1ccccc1)c1ccccc1 (stereo not given)	16%	-7%	-10%	-2%	6.7%	40	12%	7%	i
COc1cc(OC)c(OC)cc1CNc1sc2c(c1C(=O)Nc1ccccc1OC)CCC2	-30%	6%	x	2%	21%	x	-9%	x	u
O=c1c(Cl)c(NCCCO)cnn1-c1nc2ccccc2[nH]1	u	0%	u	-2%	u	-117*	-55%	2.9µM*	u
O=C(COC(=O)COc1ccccc1[N+](=O)[O-])NCc1ccc2c(c1)OCO2	1%	-20%	2%	0%	0.2%	29	-3%	-6%	i
Cc1ccc(C)c(S(=O)(=O)N2CCCC2CNC(=O)C(=O)NC2CCCC2)c1 (stereo not given)	9%	0%	-28%	8%	0.2%	1	4%	3%	i
CN(CC(=O)Nc1ccc(F)c(F)c1F)C(=O)c1ccc(-n2cncn2)cc1	6%	10%	10%	-5%	0.1%	31	3%	2%	i
CC1=CC(C)(C)Nc2ccc(OC(=O)C(C)N3C(=O)c4ccccc4C3=O)cc21 (stereo not given)	u	18µM*	26µM*	1%	-1.3%	0	-99%	u	x
COc1ccc(N2CCN(C3CC(=O)NC3=O)CC2)cc1 (stereo not given)	4%	-2%	9%	0%	-0.4%	0	3%	-3%	i
CCCC(=O)Nc1cc(C(=O)NCc2ccc(OC)cc2)ccc1S(=O)(=O)c1ccc(Cl)cc1	12%	-12%	x	9%	1.2%	x	-14%	x	i
COc1cc(OC)c(NC(=O)c2csc3c2CCC(C)C3)cc1Cl (stereo not given)	x	0%	10%	4%	0.4%	x	-10%	x	x
COc1cc2c(cc1OC)C(Cc1ccccc1[N+](=O)[O-])=NCC2	4%	u	10%	-4%	3.9%	12	-36%	8%	i
O=C(OCC(=O)C12CC3CC(CC(C3)C1)C2)c1ccccn1	-3%	-4%	0%	1%	-0.2%	34	-5%	-3%	i
COC(=O)c1cc(NC(=O)c2cccnc2)ccc1N1CCOCC1	3%	-5%	1%	-1%	-0.4%	29	0%	-5%	i
O=S(=O)(Nc1cccnc1Cl)c1ccc(F)cc1	-26%	-7%	-3%	2%	-1.1%	3	5%	-3%	i
Cc1cccc(NC(=S)NCC(c2cccnc2)N(C)C)c1 (stereo not given)	3%	8%	6%	3%	-0.3%	36	10%	-3%	i
O=S(=O)(c1ccccc1F)N1CCN(CC(O)c2ccccc2)CC1 (stereo not given)	4%	6%	0%	-7%	-0.5%	17	-3%	u	i
O=C(NCC1CCCO1)c1cc2ccccc2oc1=O (stereo not given)	21%	34%[activator]	-11%	-3%	4.2%	-7	3%	0%	i
O=C(O)/C=C\c1cccc(-n2cnnn2)c1	-4%	-3%	-1%	2%	-0.4%	-5	-8%	-3%	i
Cc1ccc(C)c(Cn2nc(C)n3c(cc4cc(C)ccc43)c2=O)c1	-3%	u	-1%	4%	0.3%	x	-11%	x	i
O=C1C2ON(c3ccccc3)C(c3ccccc3F)C2C(=O)N1c1ccccc1 (stereo not given)	3%	-4%	16%	2%	-0.8%	0	9%	1%	i
COc1ccc(OC)c(NC(=O)CNC(=O)c2cccs2)c1	7%	-13%	-18%	-7%	0.0%	9	-20%	2%	i
O=C(N/N=C\c1cccs1)c1ccccc1-n1cccc1	-10%	8%	-23%	1%	5.4%	30	0%	-39%[inhibitor]	i
CN(C)C(CNC(=O)CN1C(=O)NC2(CCCC2)C1=O)c1ccccc1 (stereo not given)	-7%	0%	8%	9%	-0.1%	-15	-18%	20%	i
N/C(=N\OC(=O)Nc1cccc(C(F)(F)F)c1)c1ccno1	-17%	-25%	2%	0%	0.2%	6	0%	2%	i
CC1CCC(NC(=O)c2cc3ccccc3cc2O)CC1 (stereo not given)	3%	u	u	-6%	0.2%	-3	-35%	13%	i
c1ccc2c(c1)[nH]c1nc(SCCN3CCOCC3)nnc12	2%	-7%	-20%	7%	7.2%	28	-16%	1%	i
O=C(NCCc1c[nH]c2ccccc12)OCCCCOC(=O)NCCc1c[nH]c2ccccc12	u	10µM*	u	-19%	0.3%	-51*	-42%	28%	18µM*
Cc1ccc(C(=O)N2CCN(C)CC2)cc1[N+](=O)[O-]	x	-9%	u	-1%	-0.9%	5	-9%	16%	i
CCc1nccn1CCC(=O)N1CCCC(N2CCN(c3ccccc3C)CC2)C1 (stereo not given)	-17%	0%	-11%	-7%	0.1%	-11	-26%	u	i
CCOC(=O)Cc1csc(NC(=O)CSc2nnc(-c3ccc(OC)cc3)n2C)n1	-3%	-6%	-29%	-5%	-0.2%	12	-1%	-3%	i
Cc1nnc(SC(C)C(=O)Nc2ccc(Cl)cn2)n1Cc1ccccc1 (stereo not given)	u	-1%	9.2µM*	u	-0.1%	-60*	-10%	u	i
Cn1c(=O)c(=O)n(C)c2cc([N+](=O)[O-])c([N+](=O)[O-])cc21	-16%	-2%	-5%	-5%	-0.7%	-101*	-1%	u	i
O=C([C@H]1O[C@@H](n2ccc(=O)[nH]c2=O)[C@H](O)[C@@H]1O)N1CCC(F)(F)CC1	-4%	-2%	x	x	0.4%	20	1%	x	i
O=c1cc(N2CCN(c3ccccc3)CC2)[nH]c(=O)n1Cc1ccc(F)cc1	-27%	-7%	1%	-2%	-0.4%	-4	-18%	0%	i
COC(=O)c1cc(OC)c(OC)cc1NC(=S)Nc1cccc(Cl)c1	2%	-18%	0%	-3%	1.7%	u	3%	-1%	i
CC(=O)Nc1ccc(-c2nc3c(C)cccc3[nH]2)cc1	43%[activator]	-20%	u	16%	4.8%	0	-7%	16%	i
C=CCn1c(NCc2ccco2)nc2ccccc21	11%	19%	-8%	11%	5.0%	12	-8%	2%	i
c1ccc(-c2nnc(CN3CCN(C(c4ccccc4)c4ccccc4)CC3)o2)cc1	3%	5%	u	-23%	11%	-16	-28%	26%	i

Of the compounds above, 5 contain a thiophene ring, fused or not.
Structure	ATXN2 expr inh	TGFb inhibitor	Nrf2 inh	A549 viability	Nrf2 activator	IL-1B inflam inh	HepG2 viability	MCF10A rerep	ATXN viability
C/C(=N\Nc1nc2ccccc2s1)c1ccc(Br)s1	-17%[11.3 µM]	13µM*	u	u	u	-103*	-43%	u	x
COc1cc(OC)c(OC)cc1CNc1sc2c(c1C(=O)Nc1ccccc1OC)CCC2	-30%	6%	x	2%	21%	x	-9%	x	u
COc1cc(OC)c(NC(=O)c2csc3c2CCC(C)C3)cc1Cl (stereo not given)	x	0%	10%	4%	0.4%	x	-10%	x	x
COc1ccc(OC)c(NC(=O)CNC(=O)c2cccs2)c1	7%	-13%	-18%	-7%	0.0%	9	-20%	2%	i
O=C(N/N=C\c1cccs1)c1ccccc1-n1cccc1	-10%	8%	-23%	1%	5.4%	30	0%	-39%[inhibitor]	i

The list continues.
Structure	ATXN2 expr inh	TGFb inhibitor	Nrf2 inh	A549 viability	Nrf2 activator	IL-1B inflam inh	HepG2 viability	MCF10A rerep	ATXN viability
Cc1cccc(N2CCN(C(=S)c3ccc4c(c3)OCO4)CC2)c1	-14%	-2%	u	-15%	-0.5%	4	-2%	1.3µM*	i
Cc1sc(NC(=O)c2ccccc2F)c(CN2CCCCC2)c1C	44%[activator]	-1%	u	-3%	28%	-28	3%	20%	i
CC(c1ccc(F)cc1)n1c(Cn2ncc3ccccc3c2=O)n[nH]c1=S (stereo not given)	-21%	u	-23%	-4%	0.4%	72	-39%	10%	i
Cc1ccc(C)c(-n2cc(CNCCCn3cccn3)c(-c3ccccc3)n2)c1	u	-28%	1%	-7%	3.1%	u	-50%	u	u
CC1=CC2=C(C=O)C(=O)C(C)(O)C(O)C2=CO1 (stereo not given)	x	2%	x	x	10%	-62*	-11%	x	u
COc1ccccc1CC1CC(=O)N(c2ccccc2)C1=O (stereo not given)	-26%	-2%	-15%	-1%	0.0%	-21	2%	11%	i
Cc1nn(C)c(C)c1/C=C/C(=O)c1cccs1	44%[activator]	17%	0%	11%	15%	u	15%	-10%	i
O=C(CSc1nnc(CNC(=O)c2cccs2)o1)Nc1ccc(Br)cc1	1%	0%	8%	1%	2.2%	41	-4%	0%	i
Cc1ccsc1C1Nc2ccccc2-c2nc3ccccc3n21 (stereo not given)	58%[activator]	-12%	11%	1%	8.6%	-11	-20%	u	i
CCOc1ccc(C(c2nnnn2C(C)(C)C)N2CCN(C(=O)c3ccco3)CC2)cc1 (stereo not given)	-28%	5%	5%	-2%	0.1%	-16	-14%	1%	i
Cc1ccsc1C(=O)OCC(=O)N1CCN(c2ccccc2)CC1	27%	1%	-5%	2%	1.7%	12	-13%	-21%	i
COc1ccc(OC)c(-c2csc(NC(=O)Cc3ccc(OC)c(OC)c3)n2)c1	-26%	u	u	u	2.2%	-13	-5%	-2%	i

Screening data from PubChem BioAssay.
